Assay outcomes as filed in PubChem.
All columns: NCI-60 one-dose screen, growth in % after 48 h at 10 µM unless noted; 100 = growth as untreated, 0 = no growth, -100 = all killed.
NCI/ADR-RES: NCI/ADR-RES ovarian cells; 81,000 compounds, 4.4% hits; AID 1794790
COLO 205: COLO 205 colon cancer. 79,000 compounds, 7.3% hits. AID 1794742
KM12: KM12 colon cancer cells; 82,000 compounds, 5% hits; AID 1794800
NCI-H23: NCI-H23 lung cancer | AID 1794731 | 80,000 compounds, 4% hits
NCI-H522: NCI-H522 lung cancer | 78,000 compounds, 8% hits
NCI-H322M: NCI-H322M lung cancer. 80,000 compounds, 2.7% hits. AID 1794733
IGROV1: IGROV1 ovarian cancer; AID 1794786; 79,000 compounds, 4.7% hits
NCI-H226: NCI-H226 lung cancer. 79,000 compounds, 3.5% hits
NCI-H460: NCI-H460 lung cancer | 82,000 compounds, 6.8% hits | AID 1794736
Active calls of the source: *; nt = no result given; & = joins results of further samples; [ ] = dose if it differs, or a comment. The calls were made as follows: active = growth percent below 10; inactive = the rest.

Preview:
SMILES	NCI/ADR-RES	COLO 205	KM12	NCI-H23	NCI-H522	NCI-H322M	IGROV1	NCI-H226	NCI-H460
O=C(C[n+]1cc(Br)cc2ccccc21)c1ccc(O)c(O)c1	98	100	111	109	93	100	61	103	107
CCOC(=O)CSc1nc2sc3c(c2c(=O)n1-c1ccccc1)CCCCC3	108	119	104	96	80	108	106	93	110
CCOC(=O)c1ccc(Oc2ccc(Nc3ncnc4onc(-c5ccccc5)c34)cc2)cc1	91	105	99	89	73	104	97	nt	104
C=CC(CO)N(CC)CC (stereo not drawn)	102	114	117	105	nt	85	106	89	104
O=S(=O)(NC1C2c3ccccc3C(c3ccccc32)C1O)c1ccccc1 (stereo not drawn)	98	109	98	98	99	91	96	95	107
COc1ccc(-c2cc(-c3cc(OC)c(OC)c(OC)c3)c(C#N)c(=O)n2Cc2ccc(C(=O)NO)cc2)cc1	95	116	97	94	89	97	109	99	99
CCOP(=O)(NC(c1ccccc1)c1ccccc1)OCC	104	100	114	108	113	99	92	103	107

Results, from the start:
SMILES	NCI/ADR-RES	COLO 205	KM12	NCI-H23	NCI-H522	NCI-H322M	IGROV1	NCI-H226	NCI-H460
O=C(C[n+]1cc(Br)cc2ccccc21)c1ccc(O)c(O)c1	98	100	111	109	93	100	61	103	107
CCOC(=O)CSc1nc2sc3c(c2c(=O)n1-c1ccccc1)CCCCC3	108	119	104	96	80	108	106	93	110
CCOC(=O)c1ccc(Oc2ccc(Nc3ncnc4onc(-c5ccccc5)c34)cc2)cc1	91	105	99	89	73	104	97	nt	104
C=CC(CO)N(CC)CC (stereo not drawn)	102	114	117	105	nt	85	106	89	104
O=S(=O)(NC1C2c3ccccc3C(c3ccccc32)C1O)c1ccccc1 (stereo not drawn)	98	109	98	98	99	91	96	95	107
COc1ccc(-c2cc(-c3cc(OC)c(OC)c(OC)c3)c(C#N)c(=O)n2Cc2ccc(C(=O)NO)cc2)cc1	95	116	97	94	89	97	109	99	99
CCOP(=O)(NC(c1ccccc1)c1ccccc1)OCC	104	100	114	108	113	99	92	103	107
CCN(CC)CCOC(=O)CC1CCCCC1	110	102	115	112	118	95	104	112	122
COc1ccc(-c2c(C#N)c(-c3ccc(C)cc3)nc3c2c(-c2ccccc2)nn3-c2ccccc2)cc1	103	113	99	103	86	104	114	110	109
Cc1nn(-c2ccccc2)c2sc3nc(=O)sc-3cc12	95	139	101	93	92	110	110	69	103
COc1ccc(Nc2nnc(SCc3ccccc3F)s2)cc1	99	114	95	96	75	116	8.8*	87	111
O=C1c2ccc(O)cc2C(=O)c2c1ccc(O)c2O	81	109	87	81	71	nt	85	103	83
Cc1cc(Br)cc(Br)c1OCC(=O)O	101	110	104	95	91	101	nt	97	113
O=c1[nH]nc(-c2ccccc2)c2c(-c3ccccc3)n[nH]c12	98	96	95	98	81	100	96	97	93
F[Si](Cc1ccccc1)(Cc1ccccc1)Cc1ccccc1	82	110	99	83	70	99	80	87	98
C#COc1cccc(Nc2ncnc3ncc(NC(=O)C=C)cc23)c1	88[6.25 µM]	98[6.25 µM]	108[6.25 µM]	91[6.25 µM]	66[6.25 µM]	57[6.25 µM]	48[6.25 µM]	84[6.25 µM]	114[6.25 µM]
COc1ccc(NC(=O)COc2ccc(CC(=O)N3CCN(c4ccc(Cl)c(Cl)c4)CC3)cc2)cc1	55	104	77	50	69	90	101	58	76
c1ccc2c(-c3cn4ccnc4c(-c4ccc5c(c4)ncn5C4CCCCC4)n3)cccc2c1	88	101	91	91	63	92	96	82	93
COC(=O)C1=C(C)OC2OCCC12 (stereo not drawn)	105	123	105	109	100	107	109	96	110
CC(C)OCc1cc(Cl)ccc1O	99	112	94	92	69	99	102	102	109
O=C1N=C2SC=C(c3ccc(Cl)cc3)N2C1CCN1CCOCC1 (stereo not drawn)	96	110	104	96	93	101	93	104	97
O=C(O)C1(Nc2ccc(Br)cc2)CCCC1	97	103	66	105	87	110	81	100	98
CCCCCC/C=N/Nc1ccc([N+](=O)[O-])cn1	102	98	99	98	78	99	105	99	112
CCOc1ccc2nc(NC(=O)c3ccc(C(C)C)cc3)sc2c1	90	82	93	93	78	84	80	88	77
COc1ccc(C(=O)c2c(N)c(C#N)cn2Cc2ccccc2OC)cc1	103	125	100	nt	94	112	96	97	104

Two of the compounds above, bar-delimited:
SMILES | NCI/ADR-RES | COLO 205 | KM12 | NCI-H23 | NCI-H522 | NCI-H322M | IGROV1 | NCI-H226 | NCI-H460
C#COc1cccc(Nc2ncnc3ncc(NC(=O)C=C)cc23)c1 | 88[6.25 µM] | 98[6.25 µM] | 108[6.25 µM] | 91[6.25 µM] | 66[6.25 µM] | 57[6.25 µM] | 48[6.25 µM] | 84[6.25 µM] | 114[6.25 µM]
CCOC(=O)CSc1nc2sc3c(c2c(=O)n1-c1ccccc1)CCCCC3 | 108 | 119 | 104 | 96 | 80 | 108 | 106 | 93 | 110

Later entries
SMILES	NCI/ADR-RES	COLO 205	KM12	NCI-H23	NCI-H522	NCI-H322M	IGROV1	NCI-H226	NCI-H460
Cc1cc(Nc2nc(SCc3ccc(C(=O)Nc4ccc(F)cc4N)cc3)nn3cccc23)n[nH]1	30	-40*	7.0*	43	-15*	53	34	52	10.0*
COc1ccc(-c2c(NC(C)=O)noc2-c2cc3c(c(OC)c2OC)OCO3)cc1	107	105	104	110	81	92	97	90	110
CCN1CCN(Cc2ccc(C(=O)N=Nc3c(O)[nH]c4ccc(F)cc34)cc2C(F)(F)F)CC1	105	126	105	100	95	108	120	98	113
COc1ccc(/C=C2\C=C(c3nc4ccccc4s3)NC2=O)cc1	109	109	99	102	101	106	104	99	105
Cc1ccc2c(n1)C(=O)C(Cl)=C(Nc1ccc(C)c(C)c1)C2=O	63	105	52	12	59	61	-45*	36	46
Cc1cc(C)n(-c2ccc3nnc(-c4ccc(Br)cc4)n3n2)n1	89	102	108	100	88	110	97	87	103
O=c1oc2ccc(O)cc2cc1-c1c[nH]c2ccccc12	85	87	78	78	60	91	74	67	93
CCCCO[Si](OCCCC)(OCCCC)OCCCC	112	113	113	108	109	112	116	109	105
COC(=O)CCc1ccccc1	99	117	102	91	77	103	72	96	106
Cn1cc(-c2nc(N)nnc2-c2ccccn2)c2cc(F)ccc21	96	108	97	90	86	92	104	96	108
CC(=O)c1cc(C(C)C)ccc1C	95	109	102	92	93	95	71	94	108
Cc1ccc(-c2cc3nc(C(Cl)Cl)nc(-c4ccco4)n3n2)cc1	3.8*	-39*	-21*	60	94	2.7*	65	87	-22*
COc1ccc(N2C(=O)N(c3ccc(C)cc3)C(=O)C2=S)cc1	100	127	99	90	90	91	100	104	111
O=C(/C=C/c1c(-c2ccc(F)cc2)nc2sccn12)c1ccc(F)cc1	96	113	91	95	78	96	79	100	98
CN(C)N=Nc1ccc(-c2ccccc2)cc1	105	115	100	101	nt	74	78	94	92
COc1ccc2c(c1)c(CC(=O)OCC(C)c1ccc(CC(C)C)cc1)c(C)n2C(=O)c1ccc(Cl)cc1 (stereo not drawn)	102	111	87	97	82	105	98	99	100
Cc1ccc(CC(=S)N2CCOCC2)cc1	100	103	95	103	96	96	101	88	104
COc1ccc(CN2c3ccccc3CCc3ccccc32)cc1F	11	-14*	17	39	-36*	58	52	53	6.6*
COc1cc(C(=O)NCc2ccc(OCCN(C)C)cc2)cc(OC)c1OC	102&102	112&104	103&109	101&101	87&101	99	108&108	93&94	104&109
CCN(CC)c1cc(/C=C/c2ccc(OC)c(OC)c2)nc2cc(F)c(F)cc12	41	105	103	-2.9*	34	91	19	25	85
Nc1ccc(-c2ccc(N)c(S(=O)(=O)O)c2)cc1S(=O)(=O)O	114	114	103	112	125	116	120	119	117
COc1ccc2[nH]cc(CCNC(=O)CN3C(=O)/C(=C/c4cccs4)SC3=S)c2c1	103	129	103	104	82	100	101	99	104
CCN1CCN(CCCNc2nccc(-c3cn(-c4ccccc4)nc3-c3ccc(Cl)c(O)c3)n2)S1(=O)=O	90	104	101	98	64	nt	101	84	114
Ic1ccc(-c2ccccc2)cc1	104	102	102	92	102	98	108	105	107
CC1OC(O[C@@H]2[C@H](O)C(CO)OC(O[C@H]3COC(O[C@H]4CC[C@]5(C)[C@H]6CC[C@]78OC[C@@]9(CC[C@](C)(C=O)C[C@H]97)C(=O)C[C@@]8(C)[C@]6(C)CC[C@H]5C4(C)C)[C@@H](O)[C@@H]3O)[C@H]2OC2OC[C@@H](O)[C@@H](O)[C@@H]2O)[C@@H](O)[C@@H](O)[C@H]1O (stereo partly drawn)	95	93	97	95	87	93	95	83	98

At a glance, 2 of the compounds above:
SMILES	NCI/ADR-RES	COLO 205	KM12	NCI-H23	NCI-H522	NCI-H322M	IGROV1	NCI-H226	NCI-H460
Ic1ccc(-c2ccccc2)cc1	104	102	102	92	102	98	108	105	107
CC1OC(O[C@@H]2[C@H](O)C(CO)OC(O[C@H]3COC(O[C@H]4CC[C@]5(C)[C@H]6CC[C@]78OC[C@@]9(CC[C@](C)(C=O)C[C@H]97)C(=O)C[C@@]8(C)[C@]6(C)CC[C@H]5C4(C)C)[C@@H](O)[C@@H]3O)[C@H]2OC2OC[C@@H](O)[C@@H](O)[C@@H]2O)[C@@H](O)[C@@H](O)[C@H]1O (stereo partly drawn)	95	93	97	95	87	93	95	83	98

(listing goes on)
SMILES	NCI/ADR-RES	COLO 205	KM12	NCI-H23	NCI-H522	NCI-H322M	IGROV1	NCI-H226	NCI-H460
O=S(=O)(NCCNc1nccc(-c2c(-c3ccc(F)cc3)nc3sccn23)n1)c1ccccc1	66	42	49	66	61	59	40	75	26
c1cc(SSc2ccncc2)ccn1	100	99	108	93	70	96	95	92	97
O=C(CCBr)N1CCN(C(=O)CCBr)CC1	99	122	114	102	98	94	81	105	49
Cc1n[nH]c(C)c1N=Nc1ccc(N=Nc2c(C)n[nH]c2C)cc1	102	113	107	96	93	105	114	100	109
O=S(=O)(NCCCNc1nccc(-c2c(-c3ccc(O)cc3)nc3sccn23)n1)c1ccc(F)cc1	49	1.0*	12	1.8*	-1.5*	18	5.5*	3.1*	1.4*
CS(=O)(=O)c1ccc(-n2nc(C(=O)N3CCC(Cc4ccccc4)CC3)cc2-c2ccc(Cl)cc2)cc1	92	104	91	83	76	96	96	84	93
COC(=O)[C@@]12CC[C@@H](C)[C@]3(C[C@@H](c4ccoc4)OC3=O)[C@H]1CC[C@@H]1O[C@@]12C	102	nt	103	96	85	104	103	nt	103
N#CC1=C(N2CCOCC2)NC2c3ccccc3Sc3ccccc3N2C1=N (stereo not drawn)	90	97	110	99	84	117	79	94	nt
COc1ccc(C(C)=C(c2ccc(OCCN3CCCCC3)cc2)c2ccc(OCCN3CCCCC3)cc2)cc1	103	103	107	104	99	95	108	93	103
O=C(Nc1cc(S(=O)(=O)O)cc2cc(S(=O)(=O)O)cc(O)c12)c1ccccc1	108	106	111	106	107	84	65	106	117
CCCCCCCC(CO)CO	109	108	104	104	96	106	111	95	110
CCSc1nc(-c2ccc(OCc3ccccc3)c(OC)c2)c(C#N)c(=O)[nH]1	104	112	99	101	93	99	104	92	100
O=C(CCc1nnc(/C=C/c2ccccc2)o1)c1nc2ccccc2[nH]1	98	108	85	103	81	nt	89	87	85
COc1ccc(C2=CC(c3ccc(C)cc3Br)N3C=CSC3=N2)cc1OC (stereo not drawn)	114	112	104	102	95	115	125	96	103
COC(=O)[C@H](NC(=O)C1(C)CCC[C@]2(C)[C@H]3C[C@H]4C(C(C)C)=C[C@]3(CC[C@@H]12)[C@@H]1C(=O)OC(=O)[C@@H]14)C(C)C (stereo partly drawn)	104	105	100	106	91	97	97	nt	104
O=C(CSc1nnc(-c2cc(-c3ccccc3)nc3ccccc23)n1-c1ccccc1)Nc1ccc(C(=O)/C=C/c2ccc(Cl)cc2)cc1	95	100	75	96	72	93	108	91	102
CC(C)(C)C1=NN(c2ccccc2)C(=O)C1	113	107	112	103	78	100	101	107	112
CCn1c2ccc(/C=N/OCCCN(C)C)cc2c2cc(/C=N/OCCCN(C)C)ccc21	9.4*	-56*	17	-6.0*	-60*	-12*	-53*	80	-3.6*

Not a hit list, and some 12% of all compounds hit somewhere here.
